Screens as filed in PubChem BioAssay.
Yeast tox: Compounds toxic to wild-type S. cerevisiae growth; A595 turbidity, 16 h; growth inhibition, % at 25 µM (by protocol); actives 0.3% (n = 30,000);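 active = mutant and wild-type yeast strains alike exhibit over 30% growth inhibition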;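 note: 0% = untreated cell controls and 100% = YPD media blanks without cells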
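System: S. cerevisiae wild-type or eIF2Bepsilon-R284H mutant strain; times: 16 h growth with compound, 30 °C; signal: absorbance at 595 nm (turbidity); measure: growth inhibition (%) versus cell controls and blanks; compound: 25 µM single dose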
eIF2B yeast act: eIF2B (yeast) activity modulation. S. cerevisiae eIF2B-epsilon R284H, GCN4-lacZ luminescence. inhibition, % at 25 µM (by protocol). actives 0.91% (n = 27,000);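 active = mutant luminescence inhibited past about 50% while wild type luminescence and mutant growth stay under set limits, limit read from the data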; note: some compounds called inactive have numbers as strong as hits
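Times: 16 h growth with compound at 30 °C, 90 min Beta-Glo step; Assay system: yeast eIF2B-epsilon R284H mutant carrying GCN4–beta-galactosidase fusion; Measure: % inhibition of reporter signal and growth versus controls; Dosing: one concentration, 25 µM, 0.25% DMSO; Buffer or medium: YPD yeast growth medium; Measured by: Beta-Glo luminescence plus absorbance at 595 nm.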
Yeast tox inhibition %: further read-out of Yeast tox, marked with its call; growth inhibition, %; S. cerevisiae eIF2Bepsilon-R284H mutant growth, A595 turbidity, 16 h;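 each compound tested once at 25 µM; 0% equals untreated cells and 100% equals cell-free medium blanks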
eIF2B yeast act mutant toxicity: recorded beside eIF2B yeast act, whose call it bears; growth inhibition, %; measured here: mutant yeast growth, toxicity;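 each compound tested once at 25 µM; zero equals untreated control growth and 100 equals blank medium absorbance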
Active calls of the source: *; x = not tested or not shown.

The first 3 entries, ahead of the listing:
SMILES	Yeast tox	Yeast tox inhibition %	eIF2B yeast act	eIF2B yeast act mutant toxicity
CCC(=O)N1CCN(C(C)=O)C1c1ccccc1 (configuration not stated)	11	-14	17	-14
CC1=NC(C)Cc2ccccc21 (configuration not stated)	1	-10	6	-10
COC(=O)c1cccc(-n2cnnn2)c1	-14	-3	28	-3

The listing, from the start:
SMILES	Yeast tox	Yeast tox inhibition %	eIF2B yeast act	eIF2B yeast act mutant toxicity
CCC(=O)N1CCN(C(C)=O)C1c1ccccc1 (configuration not stated)	11	-14	17	-14
CC1=NC(C)Cc2ccccc21 (configuration not stated)	1	-10	6	-10
COC(=O)c1cccc(-n2cnnn2)c1	-14	-3	28	-3
COc1ccc(C(=O)Oc2cccnc2)cc1	19	24	13	24
Cc1ccc(C(=O)N(CC(=O)NC2CCCC2)Cc2cccs2)s1	4	5	18	5
CCCn1c(SCC(=O)Nc2ccc(OCC)cc2)nnc1C(C)C	6	-26	-4	-26
COc1ccccc1OCC(=O)N1CC2(C)CC1CC(C)(C)C2 (configuration not stated)	2	-17	4	-17
O=C(O)CN(c1ccccn1)S(=O)(=O)c1ccc(Cl)cc1	4	16	24	16
CCOC(=O)c1c(NC(=O)CSc2nnc(C)s2)sc2c1CCC(C)C2 (configuration not stated)	x	x	-11	x
Cc1cc(=O)n2nc(-c3ccc(C(F)(F)F)cc3)sc2n1	17	19	15	19
Cc1cc2c(c(=O)n1C1CC1)C(c1cccc(Cl)c1)C(C#N)=C(N)O2 (configuration not stated)	11	3	6	3
CCOC(=O)N1CCN(S(=O)(=O)c2ccc(F)c(C(=O)Nc3cc(C)cc(C)c3)c2)CC1	-2	-9	4	-9
O=C1CC(N2CCC(c3nc4ccccc4o3)CC2)C(=O)N1c1ccc(Cl)c(C(F)(F)F)c1 (configuration not stated)	x	x	9	x
CN1c2ccccc2C(C)(C)C12C=Nc1c(ccc3ccccc13)O2 (configuration not stated)	7	13	x	x
CCC(C)(NC(=O)c1ccccn1)C(=O)NC1CCCCC1 (configuration not stated)	16	0	-27	x
CN1CCN(C2CC(=O)N(c3ccc4c(c3)OCCO4)C2=O)CC1 (configuration not stated)	-4	12	11	12
CC(C)OC(=O)c1cn(-c2ccccc2)nc1-c1ccco1	-14	-9	-13	-9
O=C(O)C1C2C=CC(O2)C1C(=O)Nc1ccc(S(=O)(=O)N2CCc3ccccc32)cc1 (configuration not stated)	-5	-11	-8	-11
CN(C)c1cc[nH]c(=O)c1C#N	22	8	11	8
CCOc1c(C(N)=O)c(-c2ccccc2)c2c(=O)[nH]c3ccccc3n12	-7	0	10	x
COc1cc2cnncc2cc1OC	9	-4	-17	-4
CCN(CC)S(=O)(=O)c1cc(C(=O)Nc2ccc(Cl)cn2)ccc1C	20	24	28	24
Cc1nnc(Nc2ccc(C(=O)NCCO)cc2)c2ccccc12	-1	17	-3	17
O=C(CC1SCCNC1=O)Nc1cc(Cl)cc(Cl)c1 (configuration not stated)	-6	-10	-8	-10
COc1ccccc1-c1noc(CCC(=O)Nc2ccccc2Cl)n1	-4	15	-22	15

Structures shown so far with a COOH group, in the order listed:
SMILES	Yeast tox	Yeast tox inhibition %	eIF2B yeast act	eIF2B yeast act mutant toxicity
O=C(O)CN(c1ccccn1)S(=O)(=O)c1ccc(Cl)cc1	4	16	24	16
O=C(O)C1C2C=CC(O2)C1C(=O)Nc1ccc(S(=O)(=O)N2CCc3ccccc32)cc1 (configuration not stated)	-5	-11	-8	-11

Other structures:
SMILES	Yeast tox	Yeast tox inhibition %	eIF2B yeast act	eIF2B yeast act mutant toxicity
C=CCn1c(SCC(N)=O)nnc1-c1cc(Br)ccc1O	x	x	19	x
Nc1ccc[n+](Cc2ccccn2)c1	11	3	21	3
O=C(NCc1ccccn1)c1cn(CCc2ccccc2)nn1	-9	0	17	x
Cn1c(SC/C=C/c2ccccc2)nnc1-c1cnccn1	x	x	-9	x
COC(=O)c1sc(S(=O)(=O)N2CCN(c3ccc(OC)cc3)CC2)c(C(=O)OC)c1C	16	9	x	x
COc1cccc(-c2nnc(Nc3nc4c(F)cccc4s3)o2)c1	-17	-21	-41	-21
CC(=O)NC1=NN(C(C)=O)C2(CCCCC2)S1	x	x	35	x
Cc1cc(=O)oc(C)c1C(=O)Nc1ccc2ncccc2c1	21	16	x	x
O=C(NC(=O)c1ccccc1)NC(=O)c1ccccc1	12	5	x	x
O=C(Cn1nnc(-c2ccccc2Cl)n1)N1CCN(S(=O)(=O)c2ccc(Cl)cc2)CC1	-9	-27	8	-27
CCCCC(=O)Nc1ccc2oc(-c3cccnc3)nc2c1	-20	24	-4	24
CC(=O)Nc1ccc2c(c1)n(C)c(=O)n2C	18	-5	-7	-5
CC1(C)Cc2c(c(-c3ccco3)nc3n[nH]c(N)c23)CO1	x	x	-18	x
CCS(=O)(=O)N1CCCC(C(=O)NCCc2ccc(C)cc2)C1 (configuration not stated)	7	18	25	18
CCOc1ccccc1Oc1c(C)oc2cc(OC(=O)c3ccco3)ccc2c1=O	12	13	x	x
CC(=O)Oc1ccc(N2C(=O)C3C4C=CC(O4)C3C2=O)cc1 (configuration not stated)	17	-8	-67	-8
O=C(NC(Cc1ccccc1)C(=O)O)c1ccc(S(=O)(=O)N2CCOCC2)cc1 (configuration not stated)	-20	-7	15	-7
COc1ccc(OC)c(NC(=O)CSc2nnc(N)s2)c1	-17	0	36	x
Cc1ccc(NC(=O)c2ccc(OC(=O)CCN3C(=O)c4ccccc4C3=O)cc2)cc1	4	0	x	x
Cc1ccccc1OCC(=O)O/N=C(\N)Cc1ccc(Cl)cc1	13	27	10	27
Cc1cc(NC(=O)CSc2nc3ccccc3[nH]2)no1	-14	8	-2	8
Cc1nc2nc(C)c(CCC(=O)N3CCN(c4ccccc4)CC3)c(C)n2n1	13	24	22	24
CC1(C)CC(=O)C(C(c2ccco2)C2C(=O)CC(C)(C)CC2=O)C(=O)C1	x	x	19	x
CCOc1ccc(OCc2ccc(C(=O)Nc3ccc(Cl)cn3)o2)cc1	17	0	14	x
CCOC(=O)C(Cc1cc(C(C)=O)ccc1OC(C)C)C(=O)OCC	19	11	17	11

The closing 2 records of the part before lead into the next.
SMILES	Yeast tox	Yeast tox inhibition %	eIF2B yeast act	eIF2B yeast act mutant toxicity
CCOc1ccc(OCc2ccc(C(=O)Nc3ccc(Cl)cn3)o2)cc1	17	0	14	x
CCOC(=O)C(Cc1cc(C(C)=O)ccc1OC(C)C)C(=O)OCC	19	11	17	11
O=C(CSc1ncnc2nc[nH]c12)c1ccc2ccccc2c1	7	12	9	12
CS(=O)(=O)N(Cc1ccc(Cl)cc1)c1ccc(C(=O)Nc2cccnc2)cc1	21	0	13	x
Cc1cccc(/C(N)=N/OC(=O)c2ccco2)c1	14	16	18	16
c1ccc(N2CCN(c3cnccn3)CC2)nc1	11	-22	16	-22
CCC(C)(C)n1nnnc1C(c1ccccc1F)N1CCC(C(N)=O)CC1 (configuration not stated)	x	x	-11	x
CCN1C(=S)SC(=O)C1=C1C=C(C)N(CCOC)C(C)=C1	-27	3	-3	3
COc1ccccc1NC(=O)CSc1nnnn1Cc1ccccc1	11	4	4	4
CCOC(=O)c1c(C)c(C(=O)N2CCN(C(=O)c3ccco3)CC2)c(C)n1C	18	7	18	7
Cc1nc(=O)c(-c2ccccc2)c(C)n1-c1ccc(O)cc1	25	15	x	x
Cc1sc(NC(=S)NC(=O)c2ccccc2)c(C#N)c1C	-35	-11	11	-11
CCOC(=O)CSc1nncc2ccc(OC)c(OC)c12	-9	0	50*	x
CCCSc1nnc(Cc2cc(=O)[nH]c(=O)[nH]2)n1-c1cc(C)ccc1C	-14	-4	-7	-4
Fc1ccc(CN2CCCCCCC2)cc1	10	11	16	11
Oc1oc(-c2ccco2)nc1C=Nc1cccc(Cl)c1	11	3	9	3
CCOC(=O)Cc1c(C)nc2c(C#N)c[nH]n2c1=O	-1	12	11	12
Cc1ccc(O)c(CNn2cnnc2)c1	1	-25	17	-25
O=C(Nc1nccs1)C1CC(=O)N(c2ccccc2Cl)C1 (configuration not stated)	13	7	15	7
Cn1c(=O)[nH]c(=O)c2c1nc(SCCN1CCCCC1)n2CCCc1ccccc1	21	0	31	x
O=C(NCC1CCCO1)c1ccc2c(=O)n(CC3CCCO3)c(=S)[nH]c2c1 (configuration not stated)	16	19	x	x
O=C(Nc1cccc2ccccc12)N1CCN(Cc2ccc3c(c2)OCO3)CC1	8	32	14	32
COc1ccc(NC(=O)CSc2nnc(Cc3cccn3C)n2-c2ccc(C)cc2)cc1OC	-1	0	12	x
Cc1ccnc(SCCn2c(N3CCOCC3)nc3c2c(=O)n(C)c(=O)n3C)n1	-28	0	-6	x
CC12CCC(C(=O)Nc3ccccc3Br)(C/C1=N\O)C2(C)C (configuration not stated)	-18	2	3	2
Cn1c(=O)c2c(nc(SCC(=O)c3cccs3)n2Cc2ccc(F)cc2)n(C)c1=O	-36	-27	8	-27
CC(C)C1Cc2c(sc3c2c(=O)n(-c2ccccc2)c2nncn32)CO1 (configuration not stated)	-6	0	16	x
Later entries.
SMILES	Yeast tox	Yeast tox inhibition %	eIF2B yeast act	eIF2B yeast act mutant toxicity
O=C(COc1ccc(S(=O)(=O)NC2CCCCC2)cc1)NCCC1=CCCCC1	-30	-17	23	-17
Cc1cccc(N(CC(=O)N2CCCC2)S(=O)(=O)c2ccccc2)c1	11	16	20	16
CCOC(=O)Cc1c(C)nc2cc(-c3ccc(Cl)cc3)[nH]n2c1=O	0	0	x	x
O=C(NCCc1ccccc1)C1CCN(S(=O)(=O)c2cccc3nsnc23)CC1	5	2	14	2
CCOc1cc(C)c(S(=O)(=O)Nc2ccc(F)cc2)cc1C	21	12	x	x
CCc1nc2c3cnn(-c4cc(Cl)ccc4C)c3ncn2n1	10	19	25	19
Cc1cccc(OCCCC(=O)N2CCCc3ccccc32)c1C	-1	20	28	20
Cc1ccc(C(C)C)cc1S(=O)(=O)NCc1cccnc1	19	-7	-5	-7
CCCCN1C(=O)C(O)=C(C(C)=O)C1c1ccccc1 (configuration not stated)	14	13	18	13
CC1CCCC(C)N1C(=O)CSc1nnc(-c2c[nH]c3ccccc23)o1 (configuration not stated)	6	20	15	20
COc1ccc(OCC(=O)N2CCN(C(=O)COc3ccccc3)CC2)cc1	x	x	-9	x
CC(C)NC(=O)c1ccc(CNC(=O)OCC(F)(F)F)cc1	21	-3	16	-3
COc1ccc(NC(=O)CCn2cccc2)cc1	39	4	26	4
COc1cccc(-n2nc(C(=O)O)c3ccccc3c2=O)c1	21	14	21	14
CC(C)C(C(=O)NCC1CCCO1)N(Cc1ccco1)C(=O)CNS(=O)(=O)c1ccccc1 (configuration not stated)	-4	0	-6	x
Cc1ccccc1NC(=O)N1C2CCCC1CC(NC(=O)C(C)(C)C)C2 (configuration not stated)	6	3	2	3
CCOC(=O)c1c(C)[nH]c(C(=O)OC)c1CCC(=O)OC	17	7	16	7
CC(C)(C)c1ccc(CN(Cc2ccco2)Cc2nnnn2C2CCCC2)cc1	2	-2	x	x
NC(=O)C(c1ccc(Cl)cc1)c1ccc(Sc2ccc(Cl)cc2)nn1 (configuration not stated)	7	2	17	2
Cc1sc(NC(=O)CSc2ncn(-c3ccccc3)n2)nc1-c1ccccc1	x	x	15	x

A section from further up:
SMILES	Yeast tox	Yeast tox inhibition %	eIF2B yeast act	eIF2B yeast act mutant toxicity
CC(C)C(C(=O)NCC1CCCO1)N(Cc1ccco1)C(=O)CNS(=O)(=O)c1ccccc1 (configuration not stated)	-4	0	-6	x
Cc1ccccc1NC(=O)N1C2CCCC1CC(NC(=O)C(C)(C)C)C2 (configuration not stated)	6	3	2	3
CCOC(=O)c1c(C)[nH]c(C(=O)OC)c1CCC(=O)OC	17	7	16	7
CC(C)(C)c1ccc(CN(Cc2ccco2)Cc2nnnn2C2CCCC2)cc1	2	-2	x	x
NC(=O)C(c1ccc(Cl)cc1)c1ccc(Sc2ccc(Cl)cc2)nn1 (configuration not stated)	7	2	17	2
Cc1sc(NC(=O)CSc2ncn(-c3ccccc3)n2)nc1-c1ccccc1	x	x	15	x

These rows are one share of the data (hit frequency here may not be typical).
